Bioassay records from PubChem BioAssay.
RGS4 act: RGS4 potentiation or activation; HEK293 M3R/inducible RGS4, carbachol calcium flux Fluo4; active compounds read low; B-score at 10 µM; 310,000 tested, 0.92% active; AID 463111;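 active = B-score of the integrated calcium signal more than 4 SD below the library mean, with starting fluorescence not abnormally high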;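 note: negative B-score means reduced calcium response which marks RGS4 activation or potentiation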
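Reagent: ECmax carbachol challenge; Test system: M3R-expressing HEK293 line, RGS4 induced by doxycycline; Schedule: overnight RGS4 induction, 30 min dye load 37 °C, 20 min compound RT; Detection: calcium dye Fluo4 fluorescence; Read-out: Agonist-evoked peak-minus-minimum fluorescence over baseline, integrated ratio, B score.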
ANO1 block: inhibitors of mouse TMEM16A calcium-activated chloride channel. HEK293 TMEM16A/YFP iodide influx fluorescence, ionomycin. normalized B-score (activity score, 25-100; higher = stronger inhibition) at 10 µM. 310,000 tested, 1.2% active. AID 588511;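 active = ratio plate-corrected score three or more library SD toward inhibition, starting fluorescence score within five deviations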;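 note: score derived from kinetic fluorescence span divided by baseline fluorescence per well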
KCNK9 inh: human KCNK9 channel inhibition; B-score at 10 µM; 310,000 tested, 1.2% active; HEK293 KCNK9, FluxOR thallium flux fluorescence; active compounds read low; Q9NPC2;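 active = ratio B-score over 3 SD below the library mean, with starting fluorescence within 5 SD of its mean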;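 note: negative B-score means less thallium flux so channel inhibition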
MrgX1 PAM: human MrgX1 positive allosteric modulation, primary screen; Q96LB2; MrgX1-HEK293, Fluo-4 calcium flux, FDSS; active compounds read high; B-score at 10 µM; 310,000 tested, 0.63% active;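 active = plate-corrected calcium response at least 3 library SD above typical, normal starting fluorescence, not activating the receptor alone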;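 note: compound read alongside a low EC10 to EC30 dose of BAM8-22 agonist; peak minus trough fluorescence over baseline measured at the second addition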
MrgX1 ag: activates human MrgX1 receptor signaling. Q96LB2. MrgX1-HEK293 cells, Fluo-4 calcium fluorescence, agonist mode; active compounds read high. B-score at 10 µM. 310,000 tested, 0.44% active. AID 588627;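 active = calcium response B-score plate-corrected fluorescence ratio at least 3 library SD, with starting fluorescence B-score inside 5 SD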
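System – MrgX1-expressing HEK293 cells · Incubation – cells plated overnight, dye loaded 0.5 h 37 °C, 0.5 h room temperature · Technique – kinetic Fluo-4 NW fluorescence of intracellular calcium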
hERG protect: compounds protecting human hERG from proarrhythmic drug block | Q12809 | CHO-hERG, FluxOR thallium flux, dofetilide IC70 present | activation (rescue from dofetilide block), less the hit threshold, % at 10 µM | 310,000 tested, 0.51% active;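 active = activation above the mean of controls blocked by dofetilide plus 5 SD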;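 note: thallium influx through hERG after potassium depolarization seen as dye fluorescence rise; in these data hits start at about 4.7%; inactives centre near -7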
RGS4 inh: human RGS4 inhibition. P49798. HEK293 M3R/RGS4 inducible, Fluo-4 calcium flux; active compounds read high; triggered by carbachol at its EC20. 310,000 tested, 0.45% active. AID 463165. B-score at 10 µM;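 active = B-score, a plate-corrected calcium signal, over three deviations above library mean, with baseline fluorescence within five deviations of library mean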;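 note: RGS4 expression induced by doxycycline in cells with stable M3 receptor; B-score is computed from the integrated fluorescence ratio over baseline after carbachol; higher B-score means a larger calcium signal and so more RGS4 inhibition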
KCNQ1 block: blocks the human KCNQ1 potassium channel | P51787 | CHO-K1 KCNQ1, FluxOR thallium flux fluorescence; active compounds read high | B-score at 10 µM | 310,000 tested, 1.3% active;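 active = compounds whose thallium flux B-score, printed positive for inhibition, exceeds three library SD while starting fluorescence stays within three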;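 note: channel opened by potassium depolarization with thallium stimulus after 20 min compound exposure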
Target sequence (P51787 whole entry, looked up): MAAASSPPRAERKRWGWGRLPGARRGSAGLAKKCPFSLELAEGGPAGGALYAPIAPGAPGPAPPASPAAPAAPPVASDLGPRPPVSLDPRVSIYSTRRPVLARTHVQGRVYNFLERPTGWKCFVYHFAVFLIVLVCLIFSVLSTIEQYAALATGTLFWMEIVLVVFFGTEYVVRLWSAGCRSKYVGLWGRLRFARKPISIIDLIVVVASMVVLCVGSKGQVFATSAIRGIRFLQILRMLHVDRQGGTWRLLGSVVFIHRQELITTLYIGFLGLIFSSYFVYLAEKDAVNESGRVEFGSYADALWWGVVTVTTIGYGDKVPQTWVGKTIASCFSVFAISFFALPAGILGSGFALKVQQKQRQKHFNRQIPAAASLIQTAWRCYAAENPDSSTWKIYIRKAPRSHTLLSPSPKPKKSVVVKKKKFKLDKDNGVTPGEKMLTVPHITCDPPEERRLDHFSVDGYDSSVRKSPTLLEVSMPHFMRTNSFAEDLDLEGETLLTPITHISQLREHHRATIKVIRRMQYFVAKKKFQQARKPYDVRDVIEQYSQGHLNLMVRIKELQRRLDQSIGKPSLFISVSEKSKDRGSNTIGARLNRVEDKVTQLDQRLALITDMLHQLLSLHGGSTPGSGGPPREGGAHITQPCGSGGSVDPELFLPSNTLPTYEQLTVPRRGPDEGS
ANO1 activ: activates or potentiates the mouse TMEM16A chloride channel; HEK293 TMEM16A/YFP-H148Q/I152L, iodide quench fluorescence; active compounds read low; Q8BHY3; B-score at 10 µM; 340,000 tested, 0.3% active;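 active = fluorescence-ratio B-score plate-corrected deviation score at least 3 library SD below zero, with starting fluorescence score within 5 deviations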;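 note: channel opened by trigger with iodide after compound preincubation; score built on the fluorescence ratio of max minus min over baseline; more negative score means more quench and so TMEM16A activation or potentiation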
KCNQ1 act: human KCNQ1 channel potentiation or activation | B-score at 10 µM | 310,000 tested, 0.35% active | P51787 | AID 2648 | CHO-K1 KCNQ1, thallium flux FluxOR fluorescence; active compounds read high;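 active = fluorescence ratio B-score, a plate-corrected score, at least three library SD, with initial intensity B-score within 5 SD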
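assay system = CHO-K1 cells stably expressing KCNQ1 | medium = assay buffer, equal DMSO in all wells | timing = 37 °C overnight plating, 90-min dark dye load, 20-min compound pretreatment | measured by = kinetic FluxOR thallium fluorescence, 10-s 1-Hz baseline, 110-s post-stimulus read | measure = fluorescence change relative to baseline, converted to B score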
KCNK3 inh: human KCNK3 channel inhibition, primary screen | O14649 | CHO-KCNK3 thallium flux, FluxOR fluorescence; active compounds read low | B-score at 10 µM | 340,000 tested, 0.84% active;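 active = B-score under library mean minus 4 SD, starting fluorescence ratio at most library mean plus 5 SD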;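 note: more negative B-score means stronger inhibition of thallium flux through KCNK3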
Target sequence (O14649 whole entry, looked up): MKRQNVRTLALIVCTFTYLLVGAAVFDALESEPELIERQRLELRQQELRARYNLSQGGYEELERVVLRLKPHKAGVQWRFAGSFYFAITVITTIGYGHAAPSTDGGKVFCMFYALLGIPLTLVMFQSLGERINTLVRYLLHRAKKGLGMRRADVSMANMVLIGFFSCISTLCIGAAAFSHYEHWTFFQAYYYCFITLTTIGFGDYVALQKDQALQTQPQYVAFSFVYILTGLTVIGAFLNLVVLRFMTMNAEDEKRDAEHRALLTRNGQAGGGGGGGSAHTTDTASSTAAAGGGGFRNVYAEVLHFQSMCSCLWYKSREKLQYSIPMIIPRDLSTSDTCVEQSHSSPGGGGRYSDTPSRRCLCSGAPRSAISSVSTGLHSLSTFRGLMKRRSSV
The depositor's hits bear a star; i = inactive; · = no result given. Compounds as they come; 6.3% or so of the library scored in one or more.

smiles,RGS4 inh,KCNK3 inh,RGS4 act,hERG protect,KCNK9 inh,ANO1 block,ANO1 activ,KCNQ1 act,MrgX1 PAM,KCNQ1 block,MrgX1 ag
Fc1ccccc1N1CCN(C(c2cccs2)c2nnnn2CCc2ccccc2)CC1 (centres undefined),·,i,·,·,·,i,i,·,i,·,i
O=C(CSc1nc2ccccc2[nH]1)N1CCN(c2ccc(F)cc2)CC1,i,i,i,-9.2,i,i,i,i,i,i,i
COc1cc(/C=N/Nc2ccccn2)ccc1OCC(C)C,i,i,i,-8.4,i,i,i,i,i,i,i
CCNC(=O)C(=O)NCC(c1ccc2c(c1)OCO2)N1CCOCC1 (centres undefined),i,i,i,-3.2,i,i,i,i,i,i,i
CC(C)CCC(C)NC(=O)c1ccc2nccnc2c1 (centres undefined),i,i,i,3.7,i,i,i,i,i,i,i
CNC(=S)N(CCc1c(C)[nH]c2ccc(OC)cc12)Cc1ccco1,i,i,i,-6.5,i,i,i,i,i,i,i
CCOCCCNC(=O)c1cc(=O)n(Cc2cccc(C)c2)c2ccccc12,i,i,i,-15.1,i,i,i,i,i,i,i
Cc1cc(NC(=O)COC(=O)CNC(=O)c2cccs2)c([N+](=O)[O-])cc1C,i,i,i,-11.9,i,i,i,i,i,i,i
COc1cccc(CN(C)C(=O)c2cc(-c3ccc(OC)c(OC)c3)nc3ccccc23)c1,i,i,-9.81*,-27.9,i,i,i,i,i,i,i
O=C(NCc1ccc2c(c1)OCO2)C1CCCN1C(=O)Nc1cccc(F)c1 (centres undefined),i,i,i,-0.3,i,i,i,i,i,i,i
Cc1ccc(OCCN2CCN(C(=O)CCC(=O)Nc3nnc(CC(C)C)s3)CC2)cc1,i,i,i,-10.2,i,i,i,i,i,i,i
Cc1ccn2c(NC3CCCC3)c(-c3ccsc3)nc2c1,i,i,i,-12.0,i,i,i,i,i,i,i
O=C(NC(=O)c1ccccc1)NC1(C(F)(F)F)OCCO1,i,·,i,-3.4,i,i,·,i,i,i,i
CCCc1cc(Nc2ccccc2)n2ncnc2n1,i,i,i,-8.2,i,i,i,i,i,i,i
O=C(NCc1ccco1)c1ccc2c(c1)N(Cc1ccccc1)C(=O)CS2=O (centres undefined),i,i,i,-9.2,i,i,i,i,i,i,i
CC(C)NC(=O)Cn1cc(C#N)c2cc(Br)ccc21,i,i,i,-9.8,i,i,i,i,i,i,i
ON(Cc1c(F)cccc1Cl)Cc1c(F)cccc1Cl,i,i,i,-2.5,i,i,i,i,i,i,i
CCOc1cccc(NC(=O)Cn2nc(-c3ccc4c(c3)OCCO4)ccc2=O)c1,i,i,i,-6.2,i,i,i,i,i,i,i
O=c1ncn(-c2ccccc2F)c2ncccc12,i,i,i,-9.9,i,i,i,i,i,i,i
CCOC(=O)c1sc(NC(=O)CCC(=O)O)nc1C,i,i,i,-13.2,i,i,i,i,i,i,i
COCC(=O)N(Cc1ccccc1)c1ccccn1,i,i,i,-0.5,i,i,i,i,i,i,i
COc1ccc(C(=O)NCCS(=O)(=O)N2CCc3ccccc3C2)c(OC)c1,i,i,i,-10.1,i,i,i,i,i,i,i
O=C(COC(=O)CN1C(=O)c2ccccc2C1=O)NC1CCCCC1,i,i,i,-7.1,i,i,i,i,i,i,i
Cc1cc(NC(=O)CN2C(=O)c3ccccc3S2(=O)=O)no1,i,i,i,-7.1,i,i,i,i,i,i,i
CN(C)S(=O)(=O)N1CCN(c2ccc(Cl)cc2)CC1,i,i,i,-6.2,i,i,i,i,i,i,i
O=C(NCCCN1CCOCC1)c1cc2c(s1)-c1ccccc1OC2,i,i,i,-3.5,i,i,i,i,i,i,i
Cc1cnc(C(=O)OCC(=O)Nc2ccc(Oc3ccccc3)cc2)cn1,i,i,i,-9.4,i,i,i,i,i,i,i
CC(C)Cn1c(=O)c2c(nc3n2CC(C)CN3Cc2ccccc2)n(C)c1=O (centres undefined),i,i,i,-6.3,i,i,i,i,i,i,i
CCn1c(COc2ccccc2OC)nnc1SCC#N,i,i,i,-12.6,i,i,i,i,i,i,i
COc1cc(C(=O)OCC(=O)Nc2ccc3c(c2)OC(F)(F)O3)ccc1OCc1c(C)noc1C,i,i,i,-10.9,i,i,i,i,i,i,i
O=C(CSc1nncc2ccccc12)Nc1ccc(C(=O)O)cc1,i,i,i,-7.4,i,i,i,i,i,i,i
COc1ccc(N(C(=O)c2csnn2)C(C(=O)NC2CCCC2)c2ccccc2)cc1 (centres undefined),i,i,i,-9.8,i,i,i,i,i,i,i
COc1ccccc1CNC(=O)C(C)n1nc(C)n2c(cc3occc32)c1=O (centres undefined),i,i,i,-8.2,i,i,i,i,i,i,i
O=C(Nc1ccccc1)c1snc2c(=O)[nH]cnc12,i,i,i,-6.1,i,i,i,i,i,i,i
CCNC(=O)CC1SC(=Nc2ccccc2C)N(C)C1=O (centres undefined),i,i,i,-13.8,i,i,i,i,i,i,i
CCOC(=O)c1c(N)sc(C(=O)N(C)C)c1CN1CCOCC1,i,i,i,-7.3,i,i,i,i,i,i,i
COc1ccccc1N1CCN(C(=O)C(OC(C)=O)c2ccccc2)CC1 (centres undefined),i,i,i,-11.4,i,i,i,i,i,i,i
CCN(CC)C(=O)Oc1ccc2c(=O)c(-c3ccc(OC)cc3)coc2c1,i,i,i,-4.0,i,i,i,i,i,i,i
CCOC(=O)CSc1ccc(-c2nc3ccccc3[nH]2)cn1,i,i,i,-13.1,i,i,i,i,i,i,i
COc1ccc2oc(C(=O)OCC(=O)N3CCCC3=O)c(C)c2c1,i,i,i,-8.3,i,i,i,i,i,i,i
COc1ccc(N2CC(C(=O)Nc3nnc(SCc4ccccn4)s3)CC2=O)cc1 (centres undefined),i,i,i,-9.0,i,i,i,i,i,i,i
CCOC(=O)/C(=C/c1ccc(OC)cc1)NC(=O)c1ccco1,i,i,i,-3.9,i,i,i,i,i,i,i
Cc1cccc(-c2noc(CCc3ccccc3)n2)c1,i,i,i,-7.1,i,i,i,i,i,i,i
Cn1c(SCC(=O)N2c3ccccc3Sc3ccccc32)nc2ccccc21,i,i,i,-7.3,i,i,i,i,i,i,i
NC(=O)CC(NC(=O)c1cccc(Br)c1)c1ccc(NC2CCN(Cc3ccccc3)CC2)c([N+](=O)[O-])c1 (centres undefined),i,i,i,-3.7,i,i,i,i,i,i,i
COc1ccc(/C=C/C(=O)N(CC(C)C)CC(C)C)cc1Br,i,i,i,-10.8,i,i,i,i,i,i,i
Cc1cc(-c2ccccc2C(=O)NCc2ccccc2)on1,i,i,i,-6.5,i,i,i,i,i,i,i
CCOC(=O)C(NC(=O)c1ccc(OC)cc1)(N1CCCC1=O)C(F)(F)F (centres undefined),i,i,i,-10.1,i,i,i,i,i,i,i
CCCCn1c(N)c(N(CC)C(=O)CCNC(=O)NC23CC4CC(CC(C4)C2)C3)c(=O)[nH]c1=O,i,i,i,-6.0,i,i,i,i,i,i,i
Fc1ccc(CSc2ncnc3scc(-c4ccccc4)c23)cc1,i,i,i,-4.7,i,i,i,i,i,i,i
Cc1csc(NC(=O)c2cncc(Br)c2)n1,i,i,i,-9.9,i,i,i,i,15.1*,i,i
O=C(Cc1ccccc1)NNc1ccc2ccccc2c1,i,i,i,-6.5,i,i,i,i,i,i,i
CSc1nnc(N2C(=O)C(O)=C(C(=O)c3ccc(C)o3)C2c2ccc(C)cc2)s1 (centres undefined),i,i,i,-8.8,i,i,-4.8*,i,i,i,i
O=C(OCc1nc2ccsc2c(=O)[nH]1)c1cc(Br)c(Br)s1,i,i,i,-8.8,i,i,i,i,i,i,i
O=C(CCCC(=O)c1ccccc1)Nc1ccc(O)cc1,i,i,i,-5.3,i,i,i,i,i,i,i
CCCCC(O)(CCCC)C(=O)N/N=C(\C)c1ccc(Cl)cc1,i,i,i,-6.4,i,i,i,i,i,i,i
COc1ccc(C)cc1NC(=O)CN1C(=O)COc2ccc(S(=O)(=O)N3CCCCC3)cc21,i,i,i,-4.0,i,i,i,i,i,i,i
CCN(C(=O)c1coc(=O)c2ccccc12)c1cc(OC)ccc1OC,i,i,i,-6.8,i,i,i,i,i,i,i
COc1cc(/C=N/NC(=S)NCc2ccco2)cc(OC)c1OC,i,i,i,-4.8,i,i,i,i,i,i,i
COc1ccc(CNC(=O)CSc2nc3cccnc3s2)cc1,i,i,i,-8.4,i,i,i,i,i,i,i

(listing goes on)
smiles,RGS4 inh,KCNK3 inh,RGS4 act,hERG protect,KCNK9 inh,ANO1 block,ANO1 activ,KCNQ1 act,MrgX1 PAM,KCNQ1 block,MrgX1 ag
CCc1nn(CC(=O)NCCc2ccc(Cl)cc2)c(=O)c2cccn12,i,i,i,-5.5,i,i,i,i,i,i,i
Cc1cc(C)n(CC(=O)n2c(C)c(C)c3ccccc32)n1,i,i,i,-2.4,i,i,i,i,i,i,i
O=C(c1cccc(C(=O)N(c2ccccn2)C2CCCCC2)c1)N(c1ccccn1)C1CCCCC1,i,i,i,-6.0,i,i,i,i,i,i,i
Cc1cccc(Nc2ccc(C(=O)O)cc2[N+](=O)[O-])c1C,i,i,i,-1.2,i,i,i,i,i,i,i
O=C1N/C(=N\N=C\c2cccs2)SC1Cc1ccc(Cl)cc1 (centres undefined),i,i,i,-0.8,i,i,i,i,i,i,i
C=CCCCCCCCCC(=O)NNC1CC(=O)N(c2ccccc2)C1=O (centres undefined),i,i,i,-9.5,i,i,i,i,i,i,i
Cc1ccc(-n2ccc(=O)c(-c3ccnc(SCc4cccc(Cl)c4)n3)n2)cc1,i,i,i,-5.7,i,i,i,i,i,i,i
